# Screening data: PubChem, National Center for Advancing Translational Sciences (NCATS)
# Pin1 inhibitor – qHTS Assay to Find Inhibitors of Pin1; Peptidyl-prolyl cis-trans isomerase NIMA-interacting 1 (Homo sapiens), Q13526; Pin1 FP peptide displacement, HiFluor488, 10 min; Potency, µM (doses to about 115 µM), without a hit: at the top dose activity, negative = inhibition, usual class: inhibitors; 0.009% of 390,000 active; AID 504891, 2011; active = well fitted inhibition curve with a large enough effect in the polarisation, with a control signal flat, not every such curve was filed as active; inconclusive = small, poorly fitted or top-dose-only effect, or effect the other way, or a change in a side signal; inactive = no such curve, though single readings can be large or run the other way; the % refers to the polarisation; also: % is scaled to controls: 0 for no effect and ±100 for the full control effect
# Target sequence (Q13526 whole entry, looked up): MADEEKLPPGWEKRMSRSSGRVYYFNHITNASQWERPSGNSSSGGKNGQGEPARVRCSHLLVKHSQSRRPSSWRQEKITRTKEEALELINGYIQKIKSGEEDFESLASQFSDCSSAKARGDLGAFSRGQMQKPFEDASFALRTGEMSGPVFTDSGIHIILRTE
# GLS inh – qHTS for Inhibitors of Glutaminase (GLS); Glutaminase kidney isoform, mitochondrial (Homo sapiens), O94925; GLS enzymatic activity, qHTS titration; Potency, µM (titrated, usually from 45.5 µM), for inactives: at the top dose activity change, negative = inhibition, actives largely listed as inhibitors; 0.21% of 410,000 active; AID 624170, 2012; also: % is scaled to controls: 0 for no effect and ±100 for the full control effect
# Target sequence (O94925 whole entry, looked up, canonical isoform): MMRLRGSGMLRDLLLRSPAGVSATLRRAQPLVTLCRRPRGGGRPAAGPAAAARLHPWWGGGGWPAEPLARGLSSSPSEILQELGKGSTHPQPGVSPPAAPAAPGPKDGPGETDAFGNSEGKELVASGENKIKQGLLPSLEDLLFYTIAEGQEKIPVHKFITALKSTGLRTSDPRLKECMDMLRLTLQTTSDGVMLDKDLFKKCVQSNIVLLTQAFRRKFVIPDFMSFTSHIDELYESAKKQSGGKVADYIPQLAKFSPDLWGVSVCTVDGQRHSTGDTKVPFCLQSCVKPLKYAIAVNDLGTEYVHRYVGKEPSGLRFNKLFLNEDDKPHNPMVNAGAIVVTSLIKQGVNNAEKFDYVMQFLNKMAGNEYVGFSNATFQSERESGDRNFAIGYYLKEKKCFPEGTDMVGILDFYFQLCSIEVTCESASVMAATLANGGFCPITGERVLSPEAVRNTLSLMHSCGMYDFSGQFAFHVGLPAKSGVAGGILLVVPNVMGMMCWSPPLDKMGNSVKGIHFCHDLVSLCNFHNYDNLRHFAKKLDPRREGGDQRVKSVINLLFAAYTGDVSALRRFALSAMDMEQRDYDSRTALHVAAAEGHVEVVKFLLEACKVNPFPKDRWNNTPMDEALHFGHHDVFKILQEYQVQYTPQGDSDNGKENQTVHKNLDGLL
#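 Read-out is an Amplex red fluorescence increase coupled through glutamate oxidase and HRP, measured before and after 30 min room-temperature incubation. hKGA is in 45 mM KH2PO4 (pH 8.2) with 0.02% Tween-20; glutamine added as 1mM solution.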
# PGK inhibitor – qHTS Assay to Find Inhibitors of Phosphoglycerate Kinase | PGK/GAPDH coupled, Kinase-Glo luminescence, 60 min | Potency, µM (highest dose often 57.5 µM), inactives show at the highest dose activity change, negative = inhibition, actives largely listed as inhibitors | 0.043% of 380,000 active | AID 602233, 2012; also: % is scaled to controls: 0 for no effect and ±100 for the full control effect; nearly all actives have a fitted effect of over 60% in size
#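 Luminescent ATP detection (Kinase-Glo Plus) follows a 60-minute room-temperature incubation, with wells lacking PGK as controls. Buffer: 100 mM TEA (pH 7.6), 5 mM MgCl2, 0.01% Tween-20. Coupling enzyme GAPDH (100 nM final) supplies unstable 1,3-BPG in-well.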
# G9a block – qHTS Assay for Inhibitors of Histone Lysine Methyltransferase G9a; G9a H3K9 monomethylation, AlphaScreen, 2 h; Potency, µM (series often up to 102 µM), for inactives: at the highest dose activity, negative = inhibition, most hits filed as inhibitors; 8.8% of 350,000 active; AID 504332, 2011; also: % is scaled to controls: 0 for no effect and ±100 for the full control effect; nearly all actives have a fitted effect of over 75% in size
#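 AlphaScreen detection with an anti-monomethyl H3K9 antibody quantified product after a 2 h room-temperature reaction containing 500 nM biotinylated H3K9 peptide, 20 µM SAM and 20 nM enzyme, which had been preincubated 15 min with compound.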
# POLI inh – qHTS for Inhibitors of Polymerase Iota; Pol iota fluorescent replication assay, 10 min; Potency, µM (series often up to 115 µM), for the others: at the highest dose activity, negative = inhibition, most hits filed as inhibitors; 1% of 390,000 active; AID 588590, 2011
#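 Pol iota at 10 nM preincubated 15 min with compounds at room temperature; reaction started with fluorescent substrate, 50 nM final. Fluorescence read kinetically at 0 and 10 min; buffer-only wells as negative control.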
# BAZ2B block – qHTS Assay for Inhibitors of BAZ2B | Bromodomain adjacent to zinc finger domain protein 2B (Homo sapiens), Q9UIF8 | AlphaScreen BAZ2B-H3K14Ac peptide displacement | Potency, µM (highest dose often 114 µM), for inactives: at the highest dose activity change, negative = inhibition, usual class: inhibitors | 4.4% of 360,000 active; also: % is scaled to controls: 0 for no effect and ±100 for the full control effect; nearly all actives have a fitted effect of over 60% in size
#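 Protein-peptide AlphaScreen: BAZ2B 50 nM, b-H3K14Ac 50 nM, 1x PBS pH 7.4 + 0.01% Tween-20. Preincubation 30 min RT; cpd 30 min RT (top 110 uM); beads 20 min RT, light-protected.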
# HP1b binding inh – HTS for Inhibitors of HP1-beta Chromodomain Interactions with Methylated Histone Tails | Chromobox protein homolog 1 (Homo sapiens), P83916 | AlphaScreen HP1-beta / biotin-H3K9me3 peptide binding | Potency, µM (series often up to 114 µM), for inactives: top-dose activity change, negative = inhibition, actives largely listed as inhibitors | 0.56% of 390,000 active; also: nearly all actives have a fitted effect of over 70% in size; inactives centre near 23
# Target sequence (P83916 whole entry, looked up): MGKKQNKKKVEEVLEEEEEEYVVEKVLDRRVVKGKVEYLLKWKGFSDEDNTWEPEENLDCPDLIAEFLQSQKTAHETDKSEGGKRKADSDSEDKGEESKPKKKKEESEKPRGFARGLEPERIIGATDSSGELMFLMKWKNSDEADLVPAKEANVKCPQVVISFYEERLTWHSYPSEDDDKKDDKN
#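 AlphaScreen: HP1-beta (50 nM) preformed 30 min with biotin-H3(1-18)K9me3 peptide (50 nM) in PBS pH 7.4, 0.01% Tween-20. Compound added for 30 min at RT, then streptavidin donor/nickel chelate acceptor beads (10 ug/mL) for 30 min.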
# JMJD2A Tudor – qHTS Assay for Inhibitors of JMJD2A-Tudor Domain | 4.4% of 390,000 active | AlphaScreen JMJD2A-Tudor / H3K4me3 peptide binding | Potency, µM (top dose mostly 114 µM), without a hit: at the highest dose activity change, negative = inhibition, most hits filed as inhibitors | Lysine-specific demethylase 4A (Homo sapiens), O75164; also: % is scaled to controls: 0 for no effect and ±100 for the full control effect; nearly all actives have a fitted effect of over 50% in size
# BLM inh – qHTS Assay for Inhibitors of Bloom's syndrome helicase (BLM) | recombinant BLM DNA unwinding, fluorescence dequenching | 0.2% of 350,000 active | RecQ-like DNA helicase BLM (Homo sapiens), P54132 | Potency, µM (top dose mostly 56.1 µM), inactives show at the highest dose activity change, negative = inhibition, most hits filed as inhibitors;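 also: plate controls were vehicle for no effect and no enzyme for full effect; nearly all actives have a fitted effect of over 35% in size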
# * = called active by the depositor; i = inactive; u = inconclusive; x = no result given; & = joins results of further samples; [ ] = dose if it differs, or a comment. Unless noted, calls follow the shape of the dose curve; as a rule, active = well fitted curve in the direction sought with a large enough effect; inconclusive = small, poorly fitted or top-dose-only effect, or another doubt; inactive = no such curve, though single readings can be large; an effect the other way counts as inactive or inconclusive. Potency is read from the fitted curve at half-maximal effect. Some of the compounds tested; rates above refer to the full screens.
# Values in the order – PGK inhibitor | BAZ2B block | G9a block | Pin1 inhibitor | JMJD2A Tudor | BLM inh | HP1b binding inh | POLI inh | GLS inh
> CCOC(=O)c1c(-c2cccs2)csc1NC(=O)COC(=O)c1c(C)noc1C
 : 7.3% | -6.0% | 19.8%[59 µM] | 3.5% | -0.7% | -5.1% | 31.9% | 13.0% | -2.7%
> CCCCCn1c(CN2CCN(C(=O)OCC)CC2)nc2c1c(=O)[nH]c(=O)n2C
 : -4.2% | -5.9% | u | u | -10.9% | -0.2% | 20.3% | -7.3% | -5.2%
> Cc1ccc(S(=O)(=O)N(C)c2ccc(C(=O)NCC3CCCO3)cc2)cc1 (stereo unspecified)
 : 7.0% | 6.5% | 13.0%[59 µM] | -0.8% | -27.0% | 1.4% | 7.3% | 21.1% | 12.1%
> COc1cccc(NC2c3ccccc3C(=O)N2Cc2ccccc2Cl)c1 (stereo unspecified)
 : -9.7% | -18.4% | x | 28.2% | -20.3% | -11.4% | 4.8% | u | -2.0%
> Cc1cccc2cc(C3CC(c4cccs4)=NN3S(C)(=O)=O)c(Cl)nc12 (stereo unspecified)
 : -5.3% | -4.0% | x | 25.7% | -19.0% | -8.3% | 22.4% | 8.2% | 2.3%
> COc1cccc(-c2nn(-c3ccccc3)cc2CN(C)Cc2ccon2)c1
 : i | 8.5% | 41.7%[activator] | 2.4% | 5.5% | -9.4% | 100.8%[activator] | 10.2%&6.4% | 1.4%
> CC(C(=O)NCCCc1ccccc1)n1cccc1C(=O)c1ccccc1 (stereo unspecified)
 : 0.1% | -16.4% | -5.6% | -1.1% | 16.3% | -4.6% | 24.3% | 17.0% | 0.9%
> COc1ccc(O)c(/C=N/NC(=O)CCC(=O)Nc2ccc(C)cc2)c1
 : x | -17.6% | 26.8% | -3.2% | -15.8% | -10.6% | 30.4% | -27.8% | 6.0%
> CCOC(=O)c1cccc(NC(=O)N2CCC(CN3CCCCCC3)CC2)c1
 : -9.1% | -3.2% | -29.5%[59 µM] | 3.0% | -17.8% | 1.9% | 9.2% | 10.2% | 3.2%
> O=C(Nc1ccc(Cl)cc1)Nc1nnc(SCc2ccccc2)s1
 : i | 2.8% | -1.0%[59 µM] | -4.9% | -4.0% | 2.9% | 38.8% | 19.9% | 0.2%
> CCOc1ccc(C(=O)Nc2nnc(SCC(=O)NCC3CCCO3)s2)cc1 (stereo unspecified)
 : -6.0% | -17.1% | 18.0% | 5.1% | -10.3% | -2.2% | 25.8% | 14.0% | 14.6%
> CC(C)(C)c1ccc(CSc2nnc(-c3ccccn3)n2Cc2ccco2)cc1
 : -3.7% | u | -5.0%[12.7 µM] | 15.9% | -23.3% | -21.4% | 21.3% | 29.8% | -15.4%
> COc1ccc(NC2CCCN(C(=O)c3ccc4[nH]c(C)c(C)c4c3)C2)cc1 (stereo unspecified)
 : 0.0% | 44.7µM* | 39.8µM* | 0.3% | u | -1.3% | -14.1% | 16.7% | 0.0%
> COC(=O)C1=C(C)Nc2nnnn2C1c1ccccc1Cl (stereo unspecified)
 : -4.0% | -2.4% | 18.7%[59 µM] | -5.2% | 4.0% | 4.2% | 19.7% | -15.3% | 4.2%
> Cc1ccc(-n2c(P(C)(=O)O)nc3ccccc32)cc1
 : 5.1% | -5.3% | 3.1% | -1.6% | -8.1%[57.1 µM] | 4.7% | 30.4% | 79.6%[activator] | 0.1%
> O=C(NCCO)C1COc2ccccc2O1 (stereo unspecified)
 : i | -18.6% | 3.0% | 0.7% | -0.7% | -8.0% | 25.6% | 95.4%[activator] | -2.1%
> CC1=NN(c2ccccc2)C(=O)C1C=Nc1ccc(N(C)C)cc1 (stereo unspecified)
 : 1.9% | 35.5µM* | x | 56.6%[activator] | 44.7µM* | -5.9% | u | u | 0.0%
> Cc1ccc(-c2cc(C(=O)NNC(=O)c3csc(N4CCOCC4)n3)c3ccccc3n2)cc1
 : -3.8% | 0.6% | 62.0%[activator][12.7 µM] | 10.5% | -31.8% | x | 18.9% | -8.0% | 7.8%
> Cc1nnc(SC(C)C(=O)NC2CCCCC2C)n1N (stereo unspecified)
 : -5.1% | 12.9% | -40.1% | -6.6% | -12.1% | x | 33.1% | -14.4% | -0.2%
> Cc1ccc(CCNC(=O)c2cc(C)nn2-c2ccccc2)cc1
 : -3.0% | -2.4% | 1.0% | -0.4% | -8.2% | -3.0% | 28.0% | 24.9% | -4.5%
> Cc1cc(NC(=O)CSc2ncc(C(=O)O)n2-c2ccc(F)cc2)no1
 : -4.1% | x | x | 2.0% | 1.0% | x | 36.6% | -27.6% | -11.9%
> CCc1cc2c(SCC(=O)N3CC(=O)Nc4ccccc43)ncnc2s1
 : -6.5% | -7.1% | 22.9%[59 µM] | 10.3% | -35.7% | -3.8% | -13.7% | 32.6%[activator] | 48.8%[activator]
> O=Cc1ccc(N2CCCC2)c(F)c1
 : -8.5% | -4.2% | 21.1% | 0.7% | -3.2% | 0.9% | 35.7% | 18.9% | 16.6%
> S=c1[nH]nc(-c2ccncc2)n1/N=C/C=C/c1ccco1
 : -5.9% | 50.1µM* | -137.5% | u | 8.91µM* | u | -15.0% | u | u
> CC(C)=CCC12Oc3cc(O)ccc3C1(O)Oc1cc3c(c(O)c1C2=O)C=CC(C)(C)O3 (stereo unspecified)
 : 1.4% | x | x | 11.4% | u | x | -10.0% | -6.6% | 19.7%
> C=CCn1cccc(C(=O)Nc2ccc(N(C)C)cc2)c1=O
 : -2.2% | -27.3% | 12.6µM* | -1.6% | u | 1.2% | -21.3% | 2.3% | 10.8%
> c1ccc(CCCNCCCn2cnc3c(OCc4ccccc4)ncnc32)cc1
 : i | x | x | u | -11.0% | x | 21.8% | -6.7% | -3.3%
> COc1ccc(NC(=O)c2cc(C(C)C)on2)cc1OC
 : i | 0.0% | -0.6%[12.7 µM] | -5.9% | -6.5% | -0.6% | 18.7% | -0.9% | -3.0%
> O=C(NCC1CCCO1)C1c2ccccc2C(=O)N1C1CCCCCCC1 (stereo unspecified)
 : i | -5.4% | -11.0% | -0.9% | -13.5% | 0.1% | 13.4% | 29.5% | 9.0%
> CN1CCN(c2ccc(S(=O)(=O)N3CCCCC3)cc2NC(=O)Cc2ccccc2F)CC1
 : 3.6% | -3.8% | -2.1%[59 µM] | -7.9% | -18.2% | -1.2% | 20.0% | 13.4% | 9.5%
> CCOc1ccc(C(=O)CSc2nnc(C3CC3)n2C)cc1
 : 6.6% | 5.8% | u | -4.5% | 8.3% | 3.0% | 0.6% | -4.4% | 0.3%
> CC(NC(=O)c1ccc(N(C)C)cc1)c1ccc(F)cc1 (stereo unspecified)
 : -8.4% | -15.5% | 14.2% | -3.0% | -24.7% | -3.7% | 21.7% | 129.3%[activator] | 17.9%
> COc1cc(NC(=O)c2cc3nc(-c4ccccc4)cc(-c4ccccc4)n3n2)cc(OC)c1OC
 : i | -1.1% | 8.2% | 22.3% | -8.2% | -12.9% | 8.9% | -15.1% | 4.6%
> Cc1cc(C)cc(N(CCC#N)C(=O)CSc2nc3nc(C)cc(C)n3n2)c1
 : x | 4.7% | -16.9%[59 µM] | 0.7% | -10.5% | 0.6% | 11.3% | -2.6% | 12.8%
> CC1(C)CC(NC(=O)CSc2ccccc2)CC(C)(C)N1
 : 1.9% | -21.1% | -18.7% | 1.5% | -9.8% | 2.7% | 34.2% | 46.5%[activator] | 8.5%
> CS(=O)(=O)N1CCN(c2ccc([N+](=O)[O-])cc2F)CC1
 : -0.6% | -32.4% | u | -4.5% | -10.4% | -5.5% | -10.9% | 3.8% | 9.0%
> Cc1ccc2c(c1)C(=O)C(=O)N2Cc1ccc(Br)cc1
 : -0.1% | x | x | 0.9% | u | x | -4.4% | u | -4.0%
> Cc1noc(NS(=O)(=O)c2ccc(NC(=O)C34CC5CC(C3)CC(n3cnc(Br)n3)(C5)C4)cc2)c1C
 : 1.4% | -2.8% | u | 0.8% | -15.8% | 2.9% | 10.3% | -7.8% | 1.1%
> COc1ccc(CN2CCc3ccc(NC(=O)CCc4ccccc4OC)cc3C2)c(O)c1
 : -2.9% | -31.4% | u | 3.3% | -24.8% | -3.7% | 23.9% | -10.1% | 13.4%
> C=C(c1ccc(OCCO)cc1)c1ccc(OCCO)cc1
 : -7.8% | 11.3% | -39.6%[12.7 µM] | -3.1% | 9.6%[11.4 µM] | 2.0% | 0.1% | -6.1% | 0.3%
> O=C(NCC(F)(F)F)N1CCOCC1
 : 4.5% | 5.3% | 4.3% | -7.7% | -11.9% | 0.8% | 22.1% | 11.6% | 6.5%
> O=C1c2ccccc2C(=O)N1CSc1ncccn1
 : 1.4% | -1.5% | -12.3% | -3.2% | 1.4% | -0.7% | 25.4% | -0.8% | 1.5%
> COc1ccc2c(CNC3CCCCCC3)c(C(=O)O)n(Cc3cccc(F)c3)c2c1
 : 7.1% | -10.0% | -28.8%[59 µM] | -0.9% | -9.0% | -1.1% | 13.3% | -5.3% | 8.4%

# Full records as entered above. Order of values: PGK inhibitor, BAZ2B block, G9a block, Pin1 inhibitor, JMJD2A Tudor, BLM inh, HP1b binding inh, POLI inh, GLS inh
# O=C(NCC(F)(F)F)N1CCOCC1 across the screens: 4.5%, 5.3%, 4.3%, -7.7%, -11.9%, 0.8%, 22.1%, 11.6%, 6.5%
# COc1cc(NC(=O)c2cc3nc(-c4ccccc4)cc(-c4ccccc4)n3n2)cc(OC)c1OC across the screens: i, -1.1%, 8.2%, 22.3%, -8.2%, -12.9%, 8.9%, -15.1%, 4.6%
# CC(NC(=O)c1ccc(N(C)C)cc1)c1ccc(F)cc1 (stereo unspecified) across the screens: -8.4%, -15.5%, 14.2%, -3.0%, -24.7%, -3.7%, 21.7%, 129.3%[activator], 17.9%
